MEKK2 mut-MEK5 = MEK5 binding signal on mutant MEKK2 PB1, primary screen, biochemical, multiplex bead flow cytometry, Alexa488-MEK5 | Alexa488-MEK5 binding to MEKK2 mutant | percent response, % at 10 µM | hit rate 0.35% among 290,000; in the data active = percent response above about 24%, passing the limit was not always enough; note: inactives centre near 1; some results filed as inactive read as strong as hits; reference of the scale not given here
V1aR counter = agonists of human V1a receptor, primary screen, counter-screen for OXTR agonist project, fluorescence, CHO-V1R cells | AID 2797, 2010 | activation, % at 3 µM | hit rate 0.25% among 320,000 | Fluo-8 calcium fluorescence, agonist mode; 0% DMSO, 100% 3 nM vasopressin;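 active = activation above the mean activation of all tested compounds plus 3 SD, per screening run, cut at about 20% in these data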;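 note: signal is peak over basal fluorescence ratio across a 100 second FLIPR read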
MEKK3 PB1 HTS = modulators of MEKK3-MEK5 PB1 binding, primary screen, biochemical, wildtype MEKK3, multiplex bead flow cytometry, Alexa488-MEK5; bead-based flow cytometry, Alexa488-MEK5 binding to MEKK3; actives lie on both sides; 0 = blocked by unlabeled MEK5, 100 = vehicle; binding response (% of control), % at 10 µM; hit rate 1.4% among 290,000; AID 1529, 2009;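 active = binding response more than 3 SD above or below the average of its plate-row segment, actives on both sides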;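 note: Alexa488 bead fluorescence after subtracting the streptavidin-only scavenger bead signal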
GalR3 antagonist = GalR3 antagonists in HEK293 cells, primary screen, cell-based, fluorescence readout; Galanin receptor type 3 (Homo sapiens), O60755; HEK293 GalR3-CNG cAMP membrane potential fluorescence; galR3 body fused to GalR1 C-terminus; inhibition, % at 3 µM; hit rate 0.44% among 360,000;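 active = inhibition above the screen-wide average plus 3 SD, cut at about 13% in these data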;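 note: forskolin and galanin both at EC90 stimulate the cells; cAMP rise reported by CNG channel membrane potential dye signal; 0% = forskolin plus galanin with DMSO and 100% = forskolin alone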
Target sequence (O60755 1-299 limits assumed): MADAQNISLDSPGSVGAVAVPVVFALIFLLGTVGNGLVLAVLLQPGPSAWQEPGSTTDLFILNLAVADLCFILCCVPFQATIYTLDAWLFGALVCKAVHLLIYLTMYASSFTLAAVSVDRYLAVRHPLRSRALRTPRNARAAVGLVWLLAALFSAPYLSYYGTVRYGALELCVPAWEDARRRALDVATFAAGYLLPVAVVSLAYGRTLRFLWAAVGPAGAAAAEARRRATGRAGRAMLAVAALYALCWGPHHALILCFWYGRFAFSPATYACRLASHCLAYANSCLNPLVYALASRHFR
MEKK2wt PB1 HTS = modulators of MEK5 binding to wildtype MEKK2, primary screen, biochemical, multiplex bead flow cytometry, Alexa488-MEK5 | Mitogen-activated protein kinase kinase kinase 2 (Homo sapiens), Q9Y2U5 | Alexa488-MEK5 binding to MEKK2 WT; actives lie on both sides | binding response (% of control), % at 10 µM | hit rate 1.1% among 290,000 | AID 1531, 2009; in the data active = binding response below about 67% or above about 130%
NALP1 inh = NALP1 inflammasome inhibitors in reconstituted yeast, colorimetric, S. cerevisiae, triplicate retest; S. cerevisiae NALP1/ASC/caspase-1 growth, X-gal OD620, 72 h; inhibition, % at 10 µM; hit rate 0.61% among 280,000; in the data active = inhibition mostly above about 24%, no sharp cut-off; inactive = mostly below about 32%; note: some compounds called inactive have numbers as strong as hits
OXTR agonist = human OXTR agonists, primary screen, fluorescence, CHO-OTR cells, Fluo-8 calcium; hit rate 0.32% among 320,000; Fluo-8 calcium fluorescence; normalized: DMSO 0%, oxytocin 100%; activation, % at 3 µM; Oxytocin receptor (Homo sapiens), P30559;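 active = activation above the mean of all tested compounds plus 3 SD, cutoff set per screening run, cut at about 20% in these data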;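 note: peak over basal fluorescence ratio from a 100 s FLIPR kinetic read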
GPR7 antag = GPR7 receptor antagonists, primary screen, cell-based, fluorescence, single concentration. AID 1861, 2009. inhibition, % at 4.4 µM. GPR7-expressing cells, fluorescence antagonist assay. hit rate 1.1% among 290,000; in the data active = inhibition above about 16%, passing the limit was not always enough;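 note: cells stimulated with the agonist NPW; 0% = agonist with vehicle and 100% = vehicle without agonist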
Target sequence (P48145 whole entry, looked up): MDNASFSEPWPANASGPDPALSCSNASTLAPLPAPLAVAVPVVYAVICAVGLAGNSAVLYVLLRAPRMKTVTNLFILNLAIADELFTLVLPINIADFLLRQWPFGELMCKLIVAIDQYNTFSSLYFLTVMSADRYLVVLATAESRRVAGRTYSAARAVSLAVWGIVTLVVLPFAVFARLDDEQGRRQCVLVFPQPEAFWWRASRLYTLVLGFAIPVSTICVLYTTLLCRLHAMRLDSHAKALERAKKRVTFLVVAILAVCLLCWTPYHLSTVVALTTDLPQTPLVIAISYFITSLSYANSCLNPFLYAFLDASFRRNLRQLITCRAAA
PHOSPHO1 block = PubChem AID 1565. recombinant PHOSPHO1, absorbance phosphatase assay. inhibition, % at 13.3 µM. hit rate 1.1% among 290,000. Phosphoethanolamine/phosphocholine phosphatase (Homo sapiens), Q8TCT1; in the data active = inhibition above about 60%
Target sequence (Q8TCT1 whole entry, looked up): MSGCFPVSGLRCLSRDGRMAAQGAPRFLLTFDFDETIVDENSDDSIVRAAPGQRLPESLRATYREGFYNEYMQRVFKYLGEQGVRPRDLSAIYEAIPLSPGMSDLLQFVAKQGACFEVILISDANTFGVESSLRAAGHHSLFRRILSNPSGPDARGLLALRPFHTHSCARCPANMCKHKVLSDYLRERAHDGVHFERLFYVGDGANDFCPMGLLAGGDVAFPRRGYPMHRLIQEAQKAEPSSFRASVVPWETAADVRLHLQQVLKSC
* marks the source's active call; other numbers are inactive results; / = not tested or not shown; [ ] = remark or other dose.

SMILES	MEKK2 mut-MEK5	V1aR counter	MEKK3 PB1 HTS	GalR3 antagonist	MEKK2wt PB1 HTS	NALP1 inh	OXTR agonist	GPR7 antag	PHOSPHO1 block
CCOC(=O)NCc1ccc(S(=O)(=O)Nc2ccccc2C)cc1	0.0	1.2	103.0	-5.8	95.0	9.8	1.6	12.1	-3.3
CC(=O)NCCc1nc2ccccc2n1CCOc1ccccc1C	-3.0	0.4	100.0	-3.3	99.0	/	1.3	-8.8	12.9
O=C(NNc1cccc(Cl)n1)Nc1ccc(Cl)cc1	2.0	1.2	103.0	-6.0	103.0	2.8	0.3	-13.7	11.5
Cc1ccccc1OCC(=O)Nc1ccc(S(=O)(=O)N2CCOCC2)cc1	1.0	/	95.0	-5.3	98.0	6.0	/	11.2	10.3
COc1cc(C2C(C#N)=C(N)Oc3cc(O)ccc32)cc(OC)c1OC (configuration not stated)	-21.0	1.8	10.0*[inhibitor]	-9.3	13.0*[inhibitor]	-0.6	1.4	-3.1	33.0
CCOc1ccc(/C=N/NC(=O)C(OC)c2ccccc2)cc1 (configuration not stated)	4.0	-0.6	100.0	-3.1	93.0	4.7	0.6	-6.2	44.5
Cc1sc2ncn3cnnc3c2c1C	0.0	0.9	97.0	-1.2	101.0	19.8	0.7	2.4	-1.5
O=C(O)c1cccnc1SC1CC(=O)N(CCc2ccccc2)C1=O (configuration not stated)	14.0	0.0	106.0	-6.5	109.0	39.7*	0.2	-5.3	3.2
CCCCn1c(=O)n(C)c(=O)c2c(C(F)(F)F)cc(-c3ccncc3)nc21	1.0	-0.7	102.0	-5.2	103.0	-4.5	-1.5	3.2	-16.3
Cc1ccc(-n2[nH]c(C)c(C=Nc3ccc(S(=O)(=O)N4CCOCC4)cc3)c2=O)c(C)c1	-1.0	-0.7	97.0	4.3	96.0	24.2	-1.2	-7.0	6.0
Cc1ccc(OC(=O)c2ccccc2C(=O)OCC(F)(F)C(F)F)cc1	11.0	-0.6	108.0	/	110.0	-6.3	-1.5	-19.9	9.4
COC(C(=O)Nc1ccc(F)cc1)c1ccccc1 (configuration not stated)	1.0	8.0	103.0	-1.9	100.0	-85.4	-0.5	-6.7	13.5
Cc1ccc2cc(/C=N/Nc3ccc(C(=O)O)cc3)c(Cl)nc2c1	-9.0	1.1	97.0	-1.9	95.0	/	0.6	18.1	32.2
O=C(CSc1n[nH]c(-c2cccs2)n1)NCc1cccs1	0.0	-0.1	98.0	4.5	94.0	9.2	-0.8	-6.2	-12.0
O=C(Nc1ccnc(-c2cccnc2)n1)c1cccc(Cl)c1Cl	-7.0	0.4	93.0	-5.7	94.0	-10.3	0.8	-12.4	46.0
CC(=O)N1CCc2cc(S(=O)(=O)CCC(=O)N3CCN(c4ccccc4F)CC3)ccc21	2.0	0.8	99.0	-6.9	100.0	10.0	3.3	-4.4	27.3
Cc1cc(/C=N/Nc2nc(N)ncc2[N+](=O)[O-])c(C)n1-c1ccccc1F	-3.0	6.7	105.0	/	105.0	/	-1.3	-3.0	5.0
CC12CCC(C(=O)NCCCN3CCOCC3)(OC1=O)C2(C)C (configuration not stated)	-1.0	0.6	97.0	-1.5	97.0	-16.8	0.9	-0.9	-3.8
COC(=O)C1=C(C)NC(=S)N(C(C)=O)C1c1ccc(OC)c(OC)c1 (configuration not stated)	1.0	0.4	98.0	-0.3	100.0	5.8	-0.3	-5.2	-7.4
Cc1ccc(S(=O)(=O)N=C2SCCCS2)cc1	0.0	0.2	99.0	-5.3	103.0	-36.2	0.0	-1.7	-1.0
O=C1NCCN1Cc1cccc(Cl)c1	1.0	0.3	99.0	-5.2	97.0	2.4	0.4	-4.4	-7.7
COc1ccc(C2C3=C(NCCN=C3c3ccccc3)C(=O)N2c2ccccc2)c(OC)c1 (configuration not stated)	4.0	-0.9	84.0	-5.8	81.0	1.6	-0.3	-5.3	-1.1
NC(=O)c1snnc1-c1ccccc1	-17.0	0.5	93.0	-3.1	90.0	8.1	0.0	-11.1	16.6
Cc1cc(=O)oc2cc(OC(C)C(=O)NCCCN3CCCC3=O)c(Cl)cc12 (configuration not stated)	3.0	-0.5	101.0	0.1	102.0	15.2	-0.4	-2.4	27.6
O=C(CN1C(=O)COc2ccccc21)N(CCCN1CCOCC1)CC1CC=CCC1 (configuration not stated)	12.0	-0.1	102.0	/	106.0	10.3	0.5	11.2	25.3
CC(=O)C1=C(C)Nc2ncnn2C1c1ccccc1Cl (configuration not stated)	1.0	0.1	99.0	-8.3	96.0	-3.4	-0.2	-7.0	15.9
CCOC(=O)c1c(NC(=O)CSc2nnc(Cc3ccccc3)o2)sc(C(C)=O)c1C	0.0	0.3	86.0	-6.3	91.0	11.4	3.6	6.3	-19.9
Nc1ccccc1C(=O)NC1CCCCNC1=O (configuration not stated)	-14.0	0.7	97.0	-5.9	96.0	10.4	-0.8	-8.4	-10.5
CC(=O)c1cccc(NC(=O)c2ccccc2N(C)S(=O)(=O)c2ccc(C)cc2)c1	15.0	0.2	108.0	-5.4	110.0	21.8	-0.6	0.5	13.8
O=C(CCn1c(=O)oc2cc(Cl)ccc21)Nc1ccc(N2CCOCC2)cc1	-3.0	6.0	100.0	-8.3	101.0	7.4	15.5	-8.1	17.4
Cc1cc2oc3c(c(=O)c2cc1C)C(c1ccc(C(C)C)cc1)N(CCCN1CCOCC1)C3=O (configuration not stated)	-4.0	0.9	107.0	1.0	97.0	15.3	1.5	-6.1	-1.2
COc1ccccc1CCNC(=O)C1CCC(=O)N(C2CCCCCC2)C1 (configuration not stated)	1.0	/	100.0	-5.6	98.0	11.9	/	-5.3	37.0
CC1CN(C(=O)CCC(=O)N2CCCCC2)c2cc(Cl)ccc2O1 (configuration not stated)	2.0	-0.3	102.0	-4.5	103.0	10.5	0.3	-0.8	31.5
Nc1nnc(SCc2coc(-c3ccc(Cl)cc3)n2)s1	17.0	5.7	112.0	-0.1	113.0	-7.5	9.1	4.4	-17.5
CCOC(=O)C1=C(C)N(CCCC(=O)O)C(=O)NC1c1ccccc1Cl (configuration not stated)	7.0	0.8	107.0	-6.7	113.0	/	-0.5	/	/
COc1cccc(CNC(=O)CNS(=O)(=O)c2ccc(Br)s2)c1	-4.0	5.4	97.0	-8.7	96.0	36.3	1.3	6.7	28.0

Complete entries, looked up by structure:
CC1CN(C(=O)CCC(=O)N2CCCCC2)c2cc(Cl)ccc2O1 (configuration not stated) in the list: MEKK2 mut-MEK5: 2.0; V1aR counter: -0.3; MEKK3 PB1 HTS: 102.0; GalR3 antagonist: -4.5; MEKK2wt PB1 HTS: 103.0; NALP1 inh: 10.5; OXTR agonist: 0.3; GPR7 antag: -0.8; PHOSPHO1 block: 31.5
CC(=O)C1=C(C)Nc2ncnn2C1c1ccccc1Cl (configuration not stated) in the list: MEKK2 mut-MEK5: 1.0; V1aR counter: 0.1; MEKK3 PB1 HTS: 99.0; GalR3 antagonist: -8.3; MEKK2wt PB1 HTS: 96.0; NALP1 inh: -3.4; OXTR agonist: -0.2; GPR7 antag: -7.0; PHOSPHO1 block: 15.9
Cc1cc2oc3c(c(=O)c2cc1C)C(c1ccc(C(C)C)cc1)N(CCCN1CCOCC1)C3=O (configuration not stated) in the list: MEKK2 mut-MEK5: -4.0; V1aR counter: 0.9; MEKK3 PB1 HTS: 107.0; GalR3 antagonist: 1.0; MEKK2wt PB1 HTS: 97.0; NALP1 inh: 15.3; OXTR agonist: 1.5; GPR7 antag: -6.1; PHOSPHO1 block: -1.2

The list continues.
SMILES	MEKK2 mut-MEK5	V1aR counter	MEKK3 PB1 HTS	GalR3 antagonist	MEKK2wt PB1 HTS	NALP1 inh	OXTR agonist	GPR7 antag	PHOSPHO1 block
Cc1ccc(NC(=O)CSc2n[nH]c(-c3cccnc3)n2)c(Br)c1	-2.0	-0.1	99.0	-10.8	98.0	-14.3	0.3	6.8	-4.3
CCCCOCCCN1CC(=O)N2C(C)c3[nH]c4ccccc4c3C[C@H]2C1=O (some centres not stated)	3.0	4.6	105.0	-7.3	107.0	14.3	-1.0	-6.3	23.9
Cn1c(=O)c2cc(NCc3ccccc3)nnc2n(C)c1=O	9.0	0.8	108.0	-7.7	106.0	-3.6	-0.1	-1.9	8.8
Cc1cc(C)n2nc(SCC(=O)c3cc(C)n(CC4CCCO4)c3C)nc2n1 (configuration not stated)	-3.0	4.7	103.0	-3.0	97.0	8.4	7.4	-7.6	52.5
C/C(=N\NC(=S)NC1CCCCC1)c1ccc(O)cc1	-6.0	1.9	103.0	1.4	98.0	16.8	1.9	11.7	-23.5
Cc1ccc(/C=c2\sc3nc(-c4cccs4)nn3c2=O)o1	-4.0	-0.3	92.0	-2.9	94.0	32.0	0.2	1.3	-3.4
COc1ccc(NC(=O)Cn2nnc(-c3ccc(CN4CCOCC4)cc3)n2)c(OC)c1	5.0	3.3	101.0	-4.2	103.0	14.7	0.1	-7.1	-22.1
COC(=O)c1ccc2nc(C)cc(Nc3ccccc3C)c2c1	8.0	0.7	105.0	-0.7	108.0	19.4	-1.3	-9.6	47.7
CCN1CCN(c2ncnc3c2c(-c2ccccc2)cn3-c2ccc(F)cc2)CC1	14.0	-0.4	103.0	-0.4	119.0	16.8	0.9	-1.7	8.8
CC(C)=CCN1CCN(C/C(Cl)=C/c2ccccc2)CC1CCO (configuration not stated)	-1.0	-0.2	102.0	-6.5	103.0	/	1.2	-9.9	12.3
N#C/C(=C\c1ccc(F)cc1)C(=O)Nc1ccccn1	1.0	0.3	102.0	-10.2	103.0	3.1	0.9	-12.4	19.5
Cn1c(SCC(=O)NNC(=O)c2ccccc2O)nnc1-c1ccccc1	2.0	-0.3	102.0	-5.3	103.0	19.9	0.2	-3.6	26.5
CC(=O)c1ccc(N2CCN(C(=O)/C=C/c3ccc(S(=O)(=O)N4CCOCC4)cc3)CC2)cc1	2.0	5.8	102.0	0.9	103.0	17.6	4.8	0.4	42.8
Clc1ccc(-n2cccc2)cn1	1.0	0.8	103.0	-3.4	91.0	10.8	-0.3	-20.0	-4.9
CCO[C@@H]1OC(C(N)=O)=C[C@H](c2coc3ccccc3c2=O)[C@H]1CCCO	2.0	1.0	104.0	-3.1	97.0	0.7	0.7	/	13.0
COc1ccc(-n2ncc3c(=O)n(CC(=O)Nc4ccc(S(=O)(=O)N5CCOCC5)cc4)cnc32)cc1	-2.0	0.9	96.0	0.5	100.0	35.8	0.7	-0.1	-7.1
CCOC(=O)CN(C(=O)COc1nc(-c2ccccc2)cc(C)c1C#N)c1ccccc1	1.0	-0.3	103.0	0.8	100.0	-10.8	-2.8	-12.6	6.1
O=C(Nc1ccnn1C1CCN(C(=O)c2c(F)cccc2F)CC1)C1CC1	4.0	0.2	102.0	2.1	104.0	-2.2	1.4	-11.2	38.3
NC(=O)Cn1cnc2c(nnn2-c2ccc(F)cc2)c1=O	3.0	0.4	99.0	-9.3	102.0	-0.7	1.5	0.1	46.6
C=CCn1c(SCC(=O)N2CCc3ccccc3C2)nc2sc(CC)cc2c1=O	-8.0	3.9	90.0	-1.3	93.0	26.3	1.9	14.3	-16.4
COCCNC(=O)Cn1nc(C)c2ccccc2c1=O	5.0	-0.6	103.0	-3.4	104.0	27.6	0.1	-4.8	20.3

Screening results as filed in PubChem.
